High-throughput results deposited in PubChem by several laboratories.
MT1-MMP act inh: blocks activation of human MT1-MMP | AID 651647 | hit rate 0.061% among 360,000 | P50281 | HT1080 RFP-PRO-GFP cells, GFP/RFP ratio fluorescence, overnight; percent of plate control window, DMSO zero | GFP/RFP ratio change, % at 20 µM;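 active = GFP/RFP ratio change of at least 30% with cell ATP level not reduced by more than half and red fluorescence within 50% of control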; note: strong numbers were not always called active
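Test system: HT1080 RFP-PRO-GFP cells; Benchmarks: DMSO and RFP-L50D-GFP cell wells; Timing: cells overnight before dosing, compound overnight, 37 °C, 5% CO2; Compound: one 20 µM compound dose with 1% DMSO; Read-out: GFP/RFP fluorescence ratio.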
Tb MetRS inh: Trypanosoma brucei MetRS inhibition; hit rate 0.4% among 360,000; inhibition, % at 11.9 µM; purified T. brucei MetRS, ATP depletion, Kinase-Glo luminescence;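 active = inhibition above a per-plate cutoff of the control wells' mean inhibition plus 3 SD, cut at about 5.5% in these data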;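 note: 0% = DMSO wells median and 100% = median of wells with control inhibitor compound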
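Dosing: 11.9 µM compound single dose, 0.9% DMSO; Assay system: purified T. brucei MetRS enzyme; Measured by: Kinase-Glo luciferase luminescence reporting remaining unconsumed ATP; Schedule: 15 min plus 2 h at 25 °C.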
bovine MsrA act: bovine methionine sulfoxide reductase A activation; hit rate 0.3% among 360,000; purified bovine MsrA, absorbance read-out; activation, % at 10.6 µM; in the data active = activation above about 7.5%;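 note: 0% = vehicle and 100% = reference activator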
PABP1 MLLE inh: blocks PAM2 peptide binding to the PABP1 MLLE domain; inhibition, % at 20 µM; P11940; GST-MLLE / FITC-PAM2 fluorescence polarization; hit rate 0.36% among 360,000; AID 588489; in the data active = inhibition above about 35%, passing the limit was not always enough;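 note: plate controls were DMSO wells with GST-MLLE for no effect and wells lacking GST-MLLE protein for full effect; some results filed as inactive read as strong as hits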
MsrA inhibitor: bovine MsrA inhibition; purified bovine MsrA, absorbance read-out; inhibition, % at 15.5 µM; hit rate 0.75% among 360,000; AID 651718; in the data active = inhibition above about 4.5%;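 note: 0% = vehicle wells with enzyme and 100% = reference inhibitor wells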
NRP1-CendR mod: modulators of CendR peptide binding to human neuropilin-1. O14786. FAM-RPARPAR peptide binding to NRP-1, fluorescence polarization. inhibition, % at 25 µM. hit rate 0.85% among 360,000. AID 602438;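 active = inhibition or corrected inhibition above about 18%, plus a signal ratio from 0.5 to 1.5, limit read from the data, passing the limit was not always enough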; note: strong numbers were not always called active
E coli Lon inh: inhibitors of E. coli Lon protease | P0A9M0 | purified E. coli Lon protease, fluorescence polarization | inhibition, % at 7.94 µM | hit rate 0.42% among 360,000 | AID 602123; in the data active = inhibition above about 13%, passing the limit was not always enough;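 note: 0% = enzyme with probe and DMSO and 100% = no enzyme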
Target sequence (P0A9M0 whole entry, looked up): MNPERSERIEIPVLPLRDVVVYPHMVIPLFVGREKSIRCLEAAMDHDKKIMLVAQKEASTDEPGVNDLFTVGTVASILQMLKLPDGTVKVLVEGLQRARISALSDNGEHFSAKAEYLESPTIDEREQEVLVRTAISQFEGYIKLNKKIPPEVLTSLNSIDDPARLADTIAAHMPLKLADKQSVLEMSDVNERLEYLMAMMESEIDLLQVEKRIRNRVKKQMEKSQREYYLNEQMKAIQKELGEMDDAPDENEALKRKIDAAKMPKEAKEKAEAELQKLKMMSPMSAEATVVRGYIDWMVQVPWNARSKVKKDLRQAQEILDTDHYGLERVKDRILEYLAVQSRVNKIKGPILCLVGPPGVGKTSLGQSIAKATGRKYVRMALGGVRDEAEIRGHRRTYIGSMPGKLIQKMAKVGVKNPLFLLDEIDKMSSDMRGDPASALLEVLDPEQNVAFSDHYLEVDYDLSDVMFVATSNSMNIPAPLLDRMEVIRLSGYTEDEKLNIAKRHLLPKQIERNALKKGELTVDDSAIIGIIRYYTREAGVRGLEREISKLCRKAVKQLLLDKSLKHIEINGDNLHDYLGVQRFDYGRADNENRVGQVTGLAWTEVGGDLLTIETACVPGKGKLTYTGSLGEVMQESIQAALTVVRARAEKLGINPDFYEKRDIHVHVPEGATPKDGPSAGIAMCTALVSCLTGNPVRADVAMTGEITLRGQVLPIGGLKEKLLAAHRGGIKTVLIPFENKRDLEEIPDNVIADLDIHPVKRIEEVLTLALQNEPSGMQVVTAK
SKN-1 block: blocks SKN-1 activity in C. elegans; C. elegans VP596 Pgst-4::GFP/RFP ratio, acrylamide-induced, 24 h; inhibition, % at 21.8 µM; hit rate 0.49% among 360,000;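 active = interference check ratio from 0.5 to 1.5 plus GFP to RFP signal ratio inhibition reaching or exceeding a fixed threshold, cut at about 30% in these data, passing the limit was not always enough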; note: some compounds called inactive have numbers as strong as hits
FAS-TE inh: blocks the thioesterase domain of human fatty acid synthase; recombinant FAS-TE, OMFH fluorogenic substrate, fluorescence endpoint; inhibition, % at 15 µM; hit rate 0.67% among 360,000; AID 602261;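 active = compounds whose normalised, plate-corrected inhibition of enzyme fluorescence in the single-dose primary screen is 50% or more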;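 note: 0% = DMSO with enzyme and 100% = substrate without enzyme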
* = called active by the depositor; / = no result given. Rows are unselected, and some 4% of all compounds hit somewhere here.

SMILES	MT1-MMP act inh	Tb MetRS inh	bovine MsrA act	PABP1 MLLE inh	MsrA inhibitor	NRP1-CendR mod	E coli Lon inh	SKN-1 block	FAS-TE inh
CCn1cc(C(=O)N2CCOCC2)c(=O)c2cc(S(=O)(=O)N(C)C3CCCCC3)ccc21	-1	-1.1	-1	8	1.5	6	1	7	-5
O=C(O)CCCC(=O)Nc1ccc(C(=O)NCc2cccnc2)cc1	-7	0.1	-4	-2	-0.8	-6	1	-7	-5
O=C1c2ccccc2C(=O)N1CCc1csc(NNc2nc(CCN3C(=O)c4ccccc4C3=O)cs2)n1	7	-0.9	-10	18	/	-9	5	6	-3
Cc1noc(COc2ccccc2OCc2onc(C)c2Cl)c1Cl	-4	0.0	-1	-1	0.1	-1	-3	27	15
Cn1cc(CN2CCCCC2C(=O)Nc2ccc(-n3cccn3)cc2)cn1 (centres undefined)	-2	-0.1	-4	-4	-1.4	14	-6	-8	-3
CN1C(=O)/C(=C/c2ccc(C(F)(F)F)cc2)Sc2ccc(C(=O)N3CCN(c4ccccn4)CC3)cc21	1	-0.9	-2	31	0.5	17	3	15	21
O=C(NCc1ccc2c(c1)OCO2)c1cccc([N+](=O)[O-])c1	0	-0.2	-4	13	0.8	11	-5	2	34
COc1ccc(/C=C/c2c(-c3cccc(C)c3)oc3ccc(N4CCOCC4)cc23)cc1	-2	-0.2	-3	2	-0.2	-9	-2	6	23
CC(=O)Nc1ccc(-c2nc3c(C)cccc3[nH]2)cc1	6	-1.3	-5	23	1.1	1	-5	-6	-5
CS(=O)(=O)N(CCc1ccccc1)CC(=O)N1CCc2ccccc2C1	0	-0.1	0	1	-0.8	8	-10	11	0
COc1ccc2c(c1)/C(=C/c1cc(OC)c(OC)c(OC)c1)C(=O)N2	7	-0.2	-8	18	1.6	13	4	1	-5
Cc1cc(C)c(C)c(S(=O)(=O)NC2CCCCC2)c1C	-3	-0.3	0	5	-1.7	-16	-9	10	14
O=C1C2C3C=CC(C3)C2C(=O)N1c1cccc2cccnc12 (centres undefined)	-2	-0.8	-5	6	-0.7	10	-6	9	-5
CCOC(=O)C1C(=O)C=C(c2ccc(C)cc2)CC1c1ccc([N+](=O)[O-])cc1 (centres undefined)	0	-1.2	-7	0	2.1	4	-5	-16	31
CC(Oc1ccc(F)cc1)C(=O)NN (centres undefined)	2	0.7	2	-27	-1.7	18	9	-4	-6
CC1CCCCC1NC(=O)CN1CCC(O)(c2ccc3c(c2)OCO3)CC1 (centres undefined)	-2	-0.4	1	-4	0.6	-1	7	-11	-2
O=S(=O)(NC1CCc2ccccc21)c1ccc(S(=O)(=O)N2CCCC2)cc1 (centres undefined)	-2	0.1	1	6	1.1	0	-4	9	19
COCC(C)NC(=O)CSc1ncnc2sc(-c3ccccc3)cc12 (centres undefined)	0	-0.3	-4	-43	1.3	-1	-1	15	-1
O=C(COC(=O)Cc1ccc(F)cc1)NC(=O)NC1CCCC1	0	-0.4	-7	5	-0.7	11	6	-9	-4
CCCOc1ccc(N2C(=O)CC(N(CCc3ccc(OC)cc3)C(=O)c3ccccc3)C2=O)cc1 (centres undefined)	-3	-0.2	-3	-8	-2.0	17	-5	-1	24
CCCN(C(=O)Cc1ccc(S(=O)(=O)N2CCOCC2)s1)c1c(N)n(Cc2ccccc2)c(=O)[nH]c1=O	-21	-0.3	0	-18	0.3	-58	-12	0	-8
COC(=O)Cc1c(C)nc2nc(-c3ccc(OC)cc3)[nH]n2c1=O	5	-0.6	-1	2	0.2	1	-13	7	-8
CC(=O)CSc1nc(CCc2ccccc2)c(C#N)c(=O)[nH]1	2	-0.8	-3	4	-0.4	4	-7	-2	-5
Cc1ccccc1NC(=O)NC(C)(C)CC(C)(C)C	-3	-0.6	-1	13	0.9	-7	2	12	-1
CCOC(=O)c1cc(C#N)c(SCC(=O)OC)[nH]c1=O	5	-0.9	-8	9	0.3	0	13	-13	-3
CCOC(=O)NC1(NC2CCCCC2)Oc2ccccc2O1	-11	-0.6	-6	14	1.2	7	-5	4	-6
COc1ccc(Cl)cc1S(=O)(=O)Nc1ccncc1	0	-1.1	-12	2	0.7	-9	-4	0	-9
CC1CCN(C(=O)c2cc(-c3ccco3)on2)CC1	-9	0.1	-1	3	0.8	17	-18	12	0
COc1ccc(-c2noc(Cc3cccs3)n2)cc1	4	-0.2	0	11	0.7	-14	10	27	2
CCc1cc(C(=O)COc2ccccc2F)c(O)cc1O	-8	0.1	-3	8	3.6	-5	4	2	-2
CC(NC(=O)Nc1ccc([N+](=O)[O-])cc1)C(c1cccs1)N1CCCC1 (centres undefined)	-2	-0.4	-7	1	1.8	-6	13	4	-1
CCOc1ccc(Cl)cc1-c1cc(C(=O)Nc2ccc(OC)cc2OC)[nH]n1	-4	-0.1	-1	8	0.6	-16	-17	20	26
O=C(NC1CC1)c1cc(-c2ccccn2)nc2ccccc12	1	0.2	-1	-6	-0.4	-4	0	11	-5
O=[N+]([O-])c1ccc(COc2ccccc2CN2CCOCC2)cc1	4	-0.7	0	-2	1.8	1	4	10	-2
CCOC(=O)c1c(NC(=O)CSC2=NN3CCCC(=O)N=C3S2)sc2c1CCCCC2	-3	-0.4	0	7	-0.3	-5	0	-2	22
CC(=O)OCCOc1nc(N(C)C)nc(N(C)C)n1	-2	-0.9	-6	3	-0.9	2	-1	1	-10
COCCNC(=S)N1CCOCC1	-4	-0.2	-1	-35	0.3	2	-1	13	-8
CCCC(C(=O)NCc1ccco1)N(C(=O)CNS(=O)(=O)c1ccccc1)c1ccc(OC)cc1 (centres undefined)	6	-0.5	-3	-4	-1.1	3	4	3	8
CCOC(=O)C1=CCN(S(=O)(=O)c2ccc(C)cc2)C1c1ccc(Br)cc1 (centres undefined)	7	0.2	-2	18	-0.9	-14	9	-8	13
CC(=O)Nc1cccc(C(=O)OC(C)C(=O)NCc2ccc3c(c2)OCO3)c1 (centres undefined)	0	-0.1	-2	-13	-0.5	-2	-15	1	0
CCn1c(SCCC#N)nnc1-c1ccncc1	-2	-1.9	-5	5	-0.1	-2	-1	-1	-10
O=C(COC(=O)C1CCCC1)Nc1cccc(Cl)c1Cl	1	0.0	-2	9	0.6	9	6	4	2
Cc1ccc(NC(=O)CCn2c(=O)oc3ccccc32)cc1	-1	0.4	-1	8	0.0	1	5	0	-1
Cc1ccc(/C=C/C(=O)O)cc1S(=O)(=O)N(C)CCO	6	0.0	0	5	-0.3	7	-9	-3	-10
O=C(NCC1OCCc2ccccc21)c1cc(COc2c(F)cccc2F)on1 (centres undefined)	-1	-0.2	-3	6	0.5	0	-6	8	15
CCOc1ccc(CN2CCN(Cc3cc4c(cc3Cl)OCO4)CC2CCO)cc1 (centres undefined)	3	-0.5	-3	-6	0.7	-12	-16	-12	2
Cc1ccc2nc(N3CCOCC3)c(C=O)c(=O)n2c1	-1	0.7	-4	13	2.3	1	5	11	-6
CCN1C(=O)[C@H]2[C@@H](c3ccc(C)cc3)N[C@]3(CCCN(Cc4ccc(C)cc4)C3=O)[C@H]2C1=O	4	0.5	-1	6	-0.3	3	4	-5	-6
COc1ccc(NS(=O)(=O)c2ccc(C(=O)N(C)Cc3cccs3)cc2)cc1	-3	-0.4	0	-5	-0.1	-6	-7	2	3
CC(C)C(c1nnnn1Cc1ccco1)N1CCN(c2nc3ccccc3s2)CC1 (centres undefined)	-10	-0.5	-10	4	1.3	0	0	6	20

Molecules shown so far with a nitro group on carbon, in the order listed:
SMILES	MT1-MMP act inh	Tb MetRS inh	bovine MsrA act	PABP1 MLLE inh	MsrA inhibitor	NRP1-CendR mod	E coli Lon inh	SKN-1 block	FAS-TE inh
O=C(NCc1ccc2c(c1)OCO2)c1cccc([N+](=O)[O-])c1	0	-0.2	-4	13	0.8	11	-5	2	34
CCOC(=O)C1C(=O)C=C(c2ccc(C)cc2)CC1c1ccc([N+](=O)[O-])cc1 (centres undefined)	0	-1.2	-7	0	2.1	4	-5	-16	31
CC(NC(=O)Nc1ccc([N+](=O)[O-])cc1)C(c1cccs1)N1CCCC1 (centres undefined)	-2	-0.4	-7	1	1.8	-6	13	4	-1
O=[N+]([O-])c1ccc(COc2ccccc2CN2CCOCC2)cc1	4	-0.7	0	-2	1.8	1	4	10	-2

(listing goes on)
SMILES	MT1-MMP act inh	Tb MetRS inh	bovine MsrA act	PABP1 MLLE inh	MsrA inhibitor	NRP1-CendR mod	E coli Lon inh	SKN-1 block	FAS-TE inh
O=C(NCc1cccnc1)C1CCN(S(=O)(=O)c2cccnc2)CC1	6	-0.8	-3	7	-0.2	10	-5	-23	-5
Cc1c(NC(=O)CSc2nc3c(cnn3-c3ccccc3)c(=O)[nH]2)c(=O)n(-c2ccccc2)n1C	5	0.4	-1	-4	0.5	-4	-6	-13	-18
Cc1ccc(Cl)cc1N(C)C(=O)Cn1ncc2c([nH]c3ccccc32)c1=O	1	-0.4	-4	0	-0.3	10	4	4	1
NCC1CCN(c2nc3ccccc3c3c2CCCC3)CC1	-3	-0.3	-6	0	-0.1	10	-13	1	-6
Cc1cc(O)ccc1-c1cc(C(=O)NCc2cc(C(F)(F)F)cc(C(F)(F)F)c2)[nH]n1	2	-0.1	-1	-4	-0.1	-10	-3	9	23
Cc1cccc(C)c1NC(=O)C(c1ccccc1)n1c(=O)c(-c2ccco2)nc2ccccc21 (centres undefined)	-9	-0.7	/	/	2.4	-65	/	1	/
Cc1csc2c(N3CCN(C(=O)c4ccc(C(C)(C)C)cc4)CC3)ncnc12	2	0.1	1	-8	3.2	-1	-5	22	7
Cc1ccc(NC(=O)COC(=O)/C=C/c2ccccc2)cc1S(=O)(=O)N1CCOCC1	-2	0.0	-3	-10	0.0	9	-1	-15	-2
O=C1CCCCC1C(=O)c1cn(-c2ccc(Cl)c(Cl)c2)nn1 (centres undefined)	3	-0.3	-2	4	0.3	8	-7	-5	0
O=C(Nc1ccc(S(=O)(=O)Nc2ccccc2)cc1)C1CC1	5	0.3	-3	-7	-0.4	14	-3	9	-3
CC(C)(C)c1[nH]nc2c1C(c1ccco1)C(C#N)=C(N)O2 (centres undefined)	0	0.0	-1	9	0.7	3	-4	6	-11
COc1ccc2c(c1)[C@H]1[C@H](CO2)[C@H](c2ccccc2)[C@@]2(C)C(=O)N[C@H](C)C(=O)N12	1	1.3	-4	0	0.2	8	-11	-11	-8
Cc1onc(-c2c(Cl)cccc2Cl)c1C(=O)NC(=S)Nc1sc2c(c1C(N)=O)CCC(C)C2 (centres undefined)	/	-1.3	-12	17	-0.9	6	-2	2	6
Cn1c(=O)c2c(nc(CN3CCN(C(=O)c4ccco4)CC3)n2Cc2ccccc2)n(C)c1=O	0	-1.8	-10	5	0.3	1	-1	-10	7
Cc1cc(N2CCOCC2)nc(SCC(=O)OCc2ccccc2)n1	0	-0.3	-9	12	-1.1	-8	-5	-5	-1
Cc1ccc(S(=O)(=O)N(CC(=O)Nc2cccc([N+](=O)[O-])c2)Cc2ccc(Cl)cc2)cc1	-9	-0.3	-2	4	0.1	10	1	7	49
NC(=O)C1CCN(c2cc(Cl)ccc2[N+](=O)[O-])CC1	1	0.3	0	-8	0.3	10	-3	12	-5
CCSc1nnc(SCC(=O)c2c(N)n(C)c(=O)n(C)c2=O)s1	8	-0.3	-4	-20	-0.4	-41	-13	-6	-3
Cc1ccc(C)c(Cn2cnc3c(cnn3C(C)(C)C)c2=O)c1	7	-0.4	-6	11	-0.1	0	4	10	13
NC(N)=NS(=O)(=O)c1ccc(NC(=S)NC(=O)c2ccccc2)cc1	3	0.0	-3	31	-0.7	1	2	-5	-3
